# Screening data: PubChem, National Center for Advancing Translational Sciences (NCATS)
# ALDH1A1 inh – blocks purified human ALDH1A1 activity; P00352; Purified ALDH1A1, NADH fluorescence, propionaldehyde substrate; Potency, µM (highest dose often 75.3 µM), for the others: at the top dose activity, negative = inhibition, most hits filed as inhibitors; 7.3% of 220,000 active; AID 1030; active = well fitted inhibition curve with a large enough effect, not every such curve was filed as active; inconclusive = small, poorly fitted or top-dose-only effect, or another doubt; inactive = no such curve, though single readings can be large or run the other way;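 note: plate controls were no enzyme wells and a reference inhibitor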
# aGal spleen mod – inhibitors or activators of human alpha-galactosidase in spleen homogenate; 0.008% of 240,000 active; AID 2107; P06280; human spleen homogenate, 4MU-alpha-Gal fluorescence, 40 min; Potency, µM (series often up to 80 µM), inactives show at the highest dose activity change, negative = inhibition, most hits filed as inhibitors;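 note: 0% = enzyme with vehicle and -100% = no enzyme basal signal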
# Target sequence (P06280 32-429 limits assumed): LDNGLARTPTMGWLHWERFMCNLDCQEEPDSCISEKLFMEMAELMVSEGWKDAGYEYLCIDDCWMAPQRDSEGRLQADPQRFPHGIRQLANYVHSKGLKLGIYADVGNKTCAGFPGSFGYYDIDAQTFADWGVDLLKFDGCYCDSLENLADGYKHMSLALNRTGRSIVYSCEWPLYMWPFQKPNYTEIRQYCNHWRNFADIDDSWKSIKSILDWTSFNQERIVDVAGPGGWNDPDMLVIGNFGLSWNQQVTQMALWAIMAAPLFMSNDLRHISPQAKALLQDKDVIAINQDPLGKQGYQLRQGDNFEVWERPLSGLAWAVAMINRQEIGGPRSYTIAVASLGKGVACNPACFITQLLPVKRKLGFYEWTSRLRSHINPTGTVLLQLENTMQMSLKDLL
#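 Human spleen homogenate (1 ug) as enzyme source, 4-methylumbelliferyl-alpha-D-galactopyranoside 1 mM final, citrate/phosphate pH 5.0 with 0.01% Tween-20. Compounds 40 min at 37C, NaOH/glycine stop; fluorescence Ex 365/Em 440, Hill-fit AC50.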
# GAA glycogen – alters human alpha-glucosidase cleavage of glycogen; Potency, µM (titrated, usually from 76.4 µM), for inactives: top-dose activity change, negative = inhibition, most hits filed as inhibitors; recombinant GAA, glycogen substrate, Amplex Red glucose oxidase fluorescence; 0.38% of 300,000 active; P10253;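 note: 0% = full enzyme reaction and -100% = no-enzyme basal signal; the screen sought inhibitors and activators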
#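 Recombinant enzyme (4 nM final) with compounds titrated up to 77 uM and bovine liver glycogen (30 ug) in citrate pH 5.0, 0.01% Tween-20, 37 C 40 min. Released glucose detected by Amplex Red/glucose oxidase (Ex 573/Em 610); AC50 from Hill fits.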
# GoLoco inh red – inhibitors of human Gai1-RGS12 GoLoco interaction (red fluorophore). P63096. Gai1:RGS12 GoLoco peptide FP, rhodamine, 10 min. Potency, µM (titrated, usually from 61.6 µM), for inactives: at the highest dose activity, negative = inhibition, usual class: inhibitors. 0.44% of 230,000 active. AID 880; active = well fitted inhibition curve with a large enough effect, not every such curve was filed as active; inactive = no such curve, though single readings can be large or run the other way; note: % is set by controls: 0 for no effect and ±100 for the full control effect; nearly all actives have a fitted effect of over 30% in size; many of its hits are not listed in these tables
# Target sequence (P63096 whole entry, looked up): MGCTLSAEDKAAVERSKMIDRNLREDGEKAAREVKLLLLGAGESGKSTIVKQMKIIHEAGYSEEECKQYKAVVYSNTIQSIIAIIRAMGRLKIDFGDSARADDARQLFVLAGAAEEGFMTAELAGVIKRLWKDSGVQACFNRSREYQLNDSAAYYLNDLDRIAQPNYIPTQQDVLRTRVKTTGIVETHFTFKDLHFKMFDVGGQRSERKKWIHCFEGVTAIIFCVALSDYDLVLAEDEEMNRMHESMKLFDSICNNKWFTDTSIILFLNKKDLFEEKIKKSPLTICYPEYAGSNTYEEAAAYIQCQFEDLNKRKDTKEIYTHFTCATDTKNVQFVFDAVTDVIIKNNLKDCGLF
# JMJD2E inh – blocks human JMJD2E demethylase activity | B2RXH2 | JMJD2E catalytic domain, FDH-coupled NADH fluorescence (FDH is formaldehyde dehydrogenase) | Potency, µM (series often up to 57.1 µM), for the others: top-dose activity change, negative = inhibition, most hits filed as inhibitors | 1.6% of 230,000 active | AID 2147; active = well fitted inhibition curve with a large enough effect, not every such curve was filed as active; inconclusive = small, poorly fitted or top-dose-only effect, or another doubt; inactive = no such curve, though single readings can be large or run the other way;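 note: 0% = wells with enzyme and -100% = buffer wells without enzyme; nearly all actives have a fitted effect of over 50% in size; many of its hits are not listed in these tables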
# Target sequence (B2RXH2 1-337 limits assumed): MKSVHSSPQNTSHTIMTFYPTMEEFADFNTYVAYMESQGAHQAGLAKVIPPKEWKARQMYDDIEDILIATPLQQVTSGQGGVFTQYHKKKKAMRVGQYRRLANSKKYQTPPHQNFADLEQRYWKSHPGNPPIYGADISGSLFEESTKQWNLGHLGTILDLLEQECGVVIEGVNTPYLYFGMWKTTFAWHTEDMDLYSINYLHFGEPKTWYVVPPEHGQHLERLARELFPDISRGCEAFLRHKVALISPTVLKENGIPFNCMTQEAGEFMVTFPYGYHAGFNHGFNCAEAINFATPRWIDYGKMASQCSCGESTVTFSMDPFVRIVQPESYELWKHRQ
# SMN2 splice enh – enhancers of SMN2 splice variant expression; HEK293 SMN2-luciferase splicing reporter, luminescence, 30-36 h; Potency, µM (highest dose often 46.1 µM), for the others: at the highest dose activity change, positive = activation, actives largely listed as activators; 2.8% of 210,000 active; AID 1458; note: % of control where 0% means no effect; nearly all actives have a fitted effect of over 55% in size
#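 qHTS luciferase splicing reporter: luminescence rises when SMN2 exon 7 is included in transfected HEK293 cells. Compound exposure lasted 30-36 h at 37C, with 4.5 mM final sodium butyrate as control, followed by a ONE-Glo read.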
# GAA inhib – blocks human lysosomal alpha-glucosidase; Potency, µM (series often up to 76.9 µM), without a hit: at the top dose activity change, negative = inhibition, actives largely listed as inhibitors; AID 1466; 0.005% of 200,000 active; P10253; purified human GAA, 4-MU-alpha-glucoside fluorescence;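 note: plate controls were uninhibited enzyme wells for no effect and no-enzyme background for full effect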
#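 Activity normalized between no-enzyme (basal) and enzyme-only wells. Conditions: 4 nM human enzyme, 400 uM fluorogenic substrate, citrate/phosphate pH 5.0 with Tween-20, 20 min room temperature, compounds up to 77 uM.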
# GAA spleen mod – lysosomal alpha-glucosidase (human) modulation | 0.006% of 240,000 active | AID 2112 | human spleen homogenate, 4-MU-alpha-glucoside fluorescence | P10253 | Potency, µM (highest dose often 79.9 µM), inactives show at the top dose activity change, negative = inhibition, usual class: inhibitors;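 note: 0% = enzyme with vehicle and -100% = no enzyme basal signal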
#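 AC50 values come from Hill-equation fits of concentration-response data, normalized to no-enzyme and full-activity controls. Enzyme source: 1 ug human spleen homogenate; 1 mM fluorogenic 4-MU glucoside, pH 5.0 citrate buffer, 37 C, 40 min.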
# * hit, by the source's call; ? = inconclusive; · = no result given; & = joins results of further samples; [ ] = remark or other dose. Unless noted, calls come from the whole dose curve; as a rule, active = well fitted curve in the direction sought with a large enough effect; inconclusive = small, poorly fitted or top-dose-only effect, or another doubt; inactive = no such curve, though single readings can be large; an effect the other way counts as inactive or inconclusive. Potency is the fitted concentration of half-maximal effect. An excerpt; the hit share may differ from the screen's.
1) Cc1ccc(-c2nnn(CC(=O)N(CC3CCCO3)C(C(=O)NC3CCCCC3)c3ccc(F)cc3)n2)o1 (configuration not stated)
2) CN1C(CC(=O)Nc2ccc(Br)cc2)c2ccccc2CC1(C)C (configuration not stated)
3) COCCCC1CCN(Cc2nc(-c3ccccc3)no2)CC1
4) CC(C)(C)n1nnnc1C(c1cccc(C#N)c1)N1CCCc2ccccc21 (configuration not stated)
5) COc1ccccc1C1=NOC(Cn2c(NCCCO)nc3c2c(=O)n(C)c(=O)n3C)C1 (configuration not stated)
6) CC(=O)Nc1ccc(SCC(=O)Nc2ccccc2Oc2ccccc2)cc1
7) O=C(C1CCN(S(=O)(=O)N2CCC3(CC2)OCCO3)CC1)N1CCOCC1
8) Cc1ccc(C(=O)COc2ccccc2-c2ccccc2)cc1
Compound,1,2,3,4,5,6,7,8
ALDH1A1 inh,8%,-8%,7%,-3%,·,0%,4%,0%
aGal spleen mod,3%,8%,10%,-1%,-3%,-7%,3%,5%
GAA glycogen,5%,5%,-2%,-3%,-4%,-14%,-5%,3%
GoLoco inh red,9%,-44%,5%,1%,-2%,-2%,-2%,3%
JMJD2E inh,1%,-2%,-9%,-10%,6%,0%,-2%,-6%
SMN2 splice enh,12%,·,·,5%,·,-17%,-9%,-12%
GAA inhib,-5%,10%,-14%,1%,·,-7%,2%,-8%
GAA spleen mod,-3%,7%,0%,3%,3%,-11%,6%,0%

9) CN1CCN(Cc2cc(COCc3ccccc3)c3cccnc3c2O)CC1
10) Cc1ccc(C)c(NC(=O)C2CC(O)CN2C(=O)OC(C)(C)C)c1 (configuration not stated)
11) CSCc1ccc(C(=O)NCc2ccccc2)cc1
12) OC1CCCN(c2c3c(nc4cc(-c5cccc(Cl)c5)nn24)CCC3)C1 (configuration not stated)
13) COc1ccc(-n2nnc3c(=O)n(CC(=O)Nc4cc(C)on4)cnc32)cc1
14) Cc1cccn2c(=O)c3cc(S(=O)(=O)c4ccc(F)cc4)c(=N)n(Cc4ccco4)c3nc12
15) COc1ccc(N2CCN(c3cc(C)c4cccc(C)c4n3)CC2)cc1
16) O=C(N/N=C\c1ccc(CNS(=O)(=O)c2ccccc2)o1)C(=O)Nc1ccc(F)cc1
Compound,9,10,11,12,13,14,15,16
ALDH1A1 inh,?,6%,1%,?,7%,·,-15%,6%
aGal spleen mod,-4%,-1%,4%,-2%,0%,5%,0%,0%
GAA glycogen,11%,7%,3%,0%,4%,6%,-8%,7%
GoLoco inh red,1%,5%,2%,8%,11%,11%,-1%,6%
JMJD2E inh,8.9µM*,8%,-2%,?,2%,?,?,4%
SMN2 splice enh,-69%[inhibitor],-2%,16%,14%,25%,·,-31%[inhibitor],7%
GAA inhib,-12%,-14%,-6%,15%,1%,·,2%,-8%
GAA spleen mod,-7%,-5%,5%,-1%,-5%,4%,1%,-1%

17) Cc1c(-c2ccccc2)sc2nc[nH]c(=S)c12
18) O=[N+]([O-])c1ccc(Cl)cc1N1CCOCC1
19) Cc1ccc(N2C(=O)c3ccccc3C2Nc2cccnc2)nc1 (configuration not stated)
20) CN(C)c1ccc(/C=N/N=C/c2ccccc2O)cc1
21) FC(F)(F)c1ccccc1Nc1nccs1
22) CC1(C)CC(=O)c2sc(NS(=O)(=O)c3ccc(F)cc3)nc2C1
23) CCCCC(=O)NNC(=S)NC(=O)C(c1ccccc1)c1ccccc1
24) CCCCCCCCCn1cc(C(C)=O)c(=O)[nH]c1=O
Compound,17,18,19,20,21,22,23,24
ALDH1A1 inh,0%,6%,-6%,13µM*,?,?,1%,-3%
aGal spleen mod,7%,7%,9%,1%,-2%,0%,7%,3%
GAA glycogen,-6%,-2%,10%,16%,2%,-1%,-7%,-2%
GoLoco inh red,7%,-6%,1%,-12%,7%,6%,7%,5%
JMJD2E inh,-1%,8%,-3%,-2%,-1%,?,?,-1%
SMN2 splice enh,4%,·,0%,-44%[inhibitor],-3%,·,-80%[inhibitor],-11%
GAA inhib,-1%,11%,-12%,-3%,-9%,-1%,3%,1%
GAA spleen mod,-2%,-3%,-9%,-4%,6%,2%,-2%,0%

# Three compounds from above, ordered by molecular weight, lowest first.
19) Cc1ccc(N2C(=O)c3ccccc3C2Nc2cccnc2)nc1 (configuration not stated)
22) CC1(C)CC(=O)c2sc(NS(=O)(=O)c3ccc(F)cc3)nc2C1
23) CCCCC(=O)NNC(=S)NC(=O)C(c1ccccc1)c1ccccc1
Compound,19,22,23
ALDH1A1 inh,-6%,?,1%
aGal spleen mod,9%,0%,7%
GAA glycogen,10%,-1%,-7%
GoLoco inh red,1%,6%,7%
JMJD2E inh,-3%,?,?
SMN2 splice enh,0%,·,-80%[inhibitor]
GAA inhib,-12%,-1%,3%
GAA spleen mod,-9%,2%,-2%

# Other results
25) O=C(CSc1nc(-c2ccccc2F)nc2nc[nH]c12)Nc1c(Cl)cc(Cl)cc1Cl
26) CNc1nc(-c2ccccc2CN(C)C)nc2ccccc12
27) COc1ccc(CN(Cc2cccnc2)C(=S)NCCc2ccccc2)cc1OC
28) CCCNC(=S)N1CCN(CC)CC1
29) Cc1cc(C)c(NC(=O)CS(=O)CC(=O)NCC2CCCO2)c(C)c1 (configuration not stated)
30) N#CC1=C(N)NC(SCc2ccccc2)=C(C#N)C12CCCCC2
31) CCNc1nc(NCC)nc(Nn2cnnc2)n1
32) COc1ccc(/C=C(\C#N)C(=O)OCC(=O)NCc2ccccc2Cl)cc1
Compound,25,26,27,28,29,30,31,32
ALDH1A1 inh,10%,12%,?,-5%,?,13µM*,3%,?
aGal spleen mod,-3%,5%,13%,1%,-11%,7%,8%,0%
GAA glycogen,0%,·,11%,11%,-1%,-11%,18%,6%
GoLoco inh red,7%,5%,7%,-8%,-3%,9%,-2%,16%
JMJD2E inh,-1%,·,0%,?,2%,-8%,0%,?
SMN2 splice enh,2%,·,-5%,4%,-6%,-23%,25%,·
GAA inhib,5%,·,-10%,-5%,-11%,-6%,?,·
GAA spleen mod,2%,-4%,-1%,-4%,-3%,-4%,-2%,-3%

33) Cc1ccc(O)c(-c2cc(C(=O)Nc3ccc(S(=O)(=O)N4CC(C)OC(C)C4)cc3)[nH]n2)c1 (configuration not stated)
34) COc1cc(Sc2ccc(C)cc2)c(OC)cc1N
35) CC(NC(=O)C1CCC1)c1ccc2c(c1)OCO2 (configuration not stated)
36) COc1ccc2ccccc2c1CNc1nnnn1C
37) Cc1nn(-c2cccc(Cl)c2)nc1C(=O)O
38) C=CCSC1=N/C(=C\c2ccc(C)o2)C(=O)S1
39) CCOC(=O)C(C)Oc1ncnc2cccc(F)c12 (configuration not stated)
40) CC(CC(=O)NCC1CCCO1)c1ccccc1 (configuration not stated)
Compound,33,34,35,36,37,38,39,40
ALDH1A1 inh,3%,3.5µM*,9%,-6%,-7%,?,-7%,15%
aGal spleen mod,-2%,-10%,-3%,9%,-5%,1%,2%,-3%
GAA glycogen,-3%,?,1%,-8%,7%,-6%,0%,-3%
GoLoco inh red,-4%,35%[activator],2%,6%,4%,4%,7%,6%
JMJD2E inh,6%,-1%,-7%,-157%,-8%,-10%,-9%,-2%
SMN2 splice enh,-83%[inhibitor],-21%,27%,2%,-5%,-16%,18%,-2%
GAA inhib,-3%,-5%,3%,9%,8%,1%,-6%,3%
GAA spleen mod,-4%,-2%,-10%,-1%,-3%,2%,10%,-2%

41) COc1ccc(NC(=O)Nc2ncn(Cc3cccc(C(F)(F)F)c3)n2)cc1OC
42) Cc1nnc(SCC(=O)N(C)C2CCS(=O)(=O)C2)n1Cc1ccccc1 (configuration not stated)
43) CCOC(=O)c1[nH]c2ccc(OC)cc2c1NC(=O)c1nonc1C
44) CC(C)=CCC/C(C)=C/C(=O)O
45) Cc1c(N/C(=N/S(=O)(=O)c2ccc(F)cc2)c2ccccc2)c(=O)n(-c2ccccc2)n1C
46) CN1CCN(NC(=O)c2ccc(Cl)cc2Cl)CC1
47) C=CCOc1ccc(CNc2nccs2)cc1
48) CNC(=O)[C@]1(C)C[C@H]1[C@H](NC(=O)[C@]1(C)C[C@H]1[C@H](NC(=O)[C@]1(C)C[C@H]1[C@H](NC(=O)[C@]1(C)C[C@H]1[C@H](NC(=O)OCc1ccccc1)c1ccccc1)c1ccccc1)c1ccccc1)c1ccccc1
Compound,41,42,43,44,45,46,47,48
ALDH1A1 inh,-1%,0%,0%,·,1%,8%,-1%,-1%
aGal spleen mod,-3%,-13%,15%,-1%,-1%,3%,12%,-9%
GAA glycogen,1%,-12%,16%,5%,12%,-1%,4%,·
GoLoco inh red,2%,8%,·,-7%,-6%,-11%,8%,-6%
JMJD2E inh,3%,9%,-89%,?,7%,-4%,6%,-1%
SMN2 splice enh,?,-6%,·,·,·,20%,?,-4%
GAA inhib,-4%,4%,-6%,·,-4%,4%,2%,·
GAA spleen mod,-1%,-12%,-6%,-6%,3%,3%,2%,2%

49) Cc1cc(Br)ccc1NC(=O)C(C)c1ccc([N+](=O)[O-])cc1 (configuration not stated)
50) OC(CNCC1COc2ccccc2O1)COCc1cccs1 (configuration not stated)
51) CCC(C)NC(=O)c1cnn2c1NC(c1ccc3c(c1)OCO3)CC2C(F)(F)F (configuration not stated)
52) C[C@H]1NC(=O)NC1=O
53) S=C(NCc1ccccc1)N1CCCCC1
54) COCCCNC(=S)NC(=O)c1ccc(C)cc1
55) O=C(Nc1ccc2oc(-c3ccccc3)nc2c1)c1ccc2c(c1)OCCO2
Compound,49,50,51,52,53,54,55
ALDH1A1 inh,1%,-9%,-9%,12%&14%[20.9 µM],6%,?,?
aGal spleen mod,-3%,-1%,-4%,10%&-15%[29.1 µM],8%,-2%,10%
GAA glycogen,12%,3%,0%,·,-2%,7%,1%
GoLoco inh red,17%,9%,8%,5%&1%[21.6 µM],9%,6%,2%
JMJD2E inh,8%,-7%,0%,2%&10%[25.5 µM],3%,-3%,?
SMN2 splice enh,-19%,7%,22%,6%&-2%[20.6 µM],17%,14µM*,-46%[inhibitor]
GAA inhib,0%,-1%,-1%,·,3%,-4%,0%
GAA spleen mod,-3%,-1%,-5%,4%&1%[29.1 µM],0%,1%,1%
